E-sel TNF inh = TNF alpha driven E-selectin expression inhibition | inhibition, % at 2 µM | 120,000 tested, 0.71% active | HUVEC TNFa-induced E-selectin immunofluorescence, high content | AID 1246;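 active means inhibition above the batch mean plus 3 SD, and confirmed as a hit on visual image review, cut at about 43% in these data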;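 further: 0% = TNF-stimulated DMSO wells and 100% = unstimulated control wells; not every result past the cut was called active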
Measles CPE = protection of cells from measles virus; Measles virus-infected cells, CPE protection, absorbance; protection (pct of control), % at 4 µM; 140,000 tested, 1.5% active; AID 841; in the data active means protection mostly above about 24%, no sharp cut-off; inactive means mostly below about 26%; further: some compounds called inactive have numbers as strong as hits
Phagocyt inh = blocks phagocytosis by macrophages | inhibition, % at 5 µM | J774A.1 macrophage IgG-bead phagocytosis, imaging | AID 1029 | 110,000 tested, 0.07% active;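 active means inhibition above the mean of the plate negative controls plus 5 SD, cut at about 13% in these data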;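 further: phagocytic index as fraction of beads internalized from green versus red external bead signal; plate controls were DMSO negative control for no effect and cytochalasin-D positive control for full effect; some results beyond the cut were filed as inactive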
Yeast life ext = extends the lifespan of yeast; S. cerevisiae growth with nicotinamide, OD615; deaD strain in restrictive glucose medium; inhibition of the nicotinamide effect, % at 10 µM; 130,000 tested, 0.68% active; AID 775;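 active means inhibition above a set limit, placed 3 SD over the median of all compounds, cut at about 26% in these data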;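 further: 0% = nicotinamide-treated wells and 100% = cells grown without nicotinamide; some compounds called inactive have numbers as strong as hits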
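assay system = DeaD-strain S. cerevisiae | measured by = absorbance at 615 nm | probe or stimulus = nicotinamide 1.5 mM | buffer or medium = CSMM-D glucose medium, restrictive | times = 48 h at 30 °C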
Yeast growth inh = reduces growth of yeast BB579 in restrictive medium | S. cerevisiae BB579 growth, OD615, 48 h | inhibition, % at 10 µM | 140,000 tested, 0.51% active;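 active means inhibition above a set limit, 3 SD over the mean compound inhibition, cut at about 44% in these data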; further: inactives centre near -24
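Test system: S. cerevisiae DeaD strain BB579 yeast; Medium: restrictive CSMM-D medium; Compound: one dose, 10 µM compound with 0.25% DMSO; Incubation: 4 h cell preincubation, 48 h compound exposure, 30 °C humidified; Signal: OD at 615 nm; Benchmarks: amphotericin B at 10 µg/mL as positive control.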
GALR2 blocker = blocks the human galanin receptor 2. GALR2-expressing cells, antagonist mode. inhibition, % at 4 µM. O43603. AID 828. 140,000 tested, 0.39% active; in the data active means inhibition above about 27%;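 further: cells stimulated with galanin 1-16 at roughly its EC80; 0% = agonist challenge control and 100% = basal control without agonist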
Target sequence (O43603 whole entry, looked up): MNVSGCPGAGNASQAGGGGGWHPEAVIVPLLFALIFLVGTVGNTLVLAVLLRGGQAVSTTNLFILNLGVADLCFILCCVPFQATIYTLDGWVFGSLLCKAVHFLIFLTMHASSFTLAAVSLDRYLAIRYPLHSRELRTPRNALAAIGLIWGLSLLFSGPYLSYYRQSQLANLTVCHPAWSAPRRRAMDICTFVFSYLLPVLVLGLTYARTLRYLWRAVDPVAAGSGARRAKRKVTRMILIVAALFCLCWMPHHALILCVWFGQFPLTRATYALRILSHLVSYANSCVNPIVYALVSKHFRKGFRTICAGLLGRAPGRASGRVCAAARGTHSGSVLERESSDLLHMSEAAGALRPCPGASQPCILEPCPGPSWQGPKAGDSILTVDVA
HCT116 bCat-KO = beta-catenin-lacking colon tumor cell growth suppression | HCT116 beta-catenin knockout viability, CellTiter-Glo, 60 h; stronger effect = lower value | viability, % at 10 µM | 140,000 tested, 1.5% active | AID 818;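 active means viability at or under a set limit, the compound median less 4 SD, cut at about 6% in these data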;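 further: 0% = Hyamine 1622 control at 20 µM and 100% = untreated cell control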
NPY Y2 blocker = antagonists of human neuropeptide Y receptor Y2. 140,000 tested, 0.99% active. inhibition, % at 2.7 µM. NPY-Y2 expressing cells, antagonist mode. P49146; in the data active means inhibition above about 17%;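 further: 0% = vehicle with agonist challenge and 100% = reference antagonist with challenge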
Target sequence (P49146 whole entry, looked up): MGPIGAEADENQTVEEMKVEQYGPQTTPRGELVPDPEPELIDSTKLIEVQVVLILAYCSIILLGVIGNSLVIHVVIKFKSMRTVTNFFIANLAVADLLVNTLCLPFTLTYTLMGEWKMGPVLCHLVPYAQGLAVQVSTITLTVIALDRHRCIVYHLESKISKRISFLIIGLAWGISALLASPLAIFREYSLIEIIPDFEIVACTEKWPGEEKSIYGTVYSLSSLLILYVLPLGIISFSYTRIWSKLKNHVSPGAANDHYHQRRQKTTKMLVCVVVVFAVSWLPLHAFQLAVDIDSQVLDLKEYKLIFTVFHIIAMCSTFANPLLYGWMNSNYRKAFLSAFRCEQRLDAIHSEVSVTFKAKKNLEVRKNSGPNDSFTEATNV
MRP1 act = MRP-1 activation. H69AR cells + doxorubicin, viability rescue, CellTiter-Glo. viability increase, % at 10 µM. 140,000 tested, 0.61% active. AID 799;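 active means viability gain under doxorubicin at or above a set limit, the compound median plus 3 SD, cut at about 4.7% in these data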;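 further: MRP-1 overexpressing cells given doxorubicin 25 µM after compound pretreatment; 18-22 h compound pretreatment then 72 h with doxorubicin before readout; 0% = doxorubicin-only wells and 100% = vehicle-treated cells without doxorubicin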
HCT116 PTEN-null = PTEN-deleted cell growth suppression | AID 827 | viability, % at 10 µM | HCT116 PTEN-null viability, CellTiter-Glo, 60 h; stronger effect = lower value | 140,000 tested, 1.2% active;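 active means viability at or below a set limit, 4 SD under the median of all tested compounds, cut at about 3.7% in these data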;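 further: PTEN knockout HCT116 line with beta catenin targeted HCT116 as companion control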
Active calls of the source: *; / = no result given.

SMILES | E-sel TNF inh | Measles CPE | Phagocyt inh | Yeast life ext | Yeast growth inh | GALR2 blocker | HCT116 bCat-KO | NPY Y2 blocker | MRP1 act | HCT116 PTEN-null
CCN(CC)S(=O)(=O)c1ccc(-n2cnnn2)c(C)c1 | -9.6 | 48.4* | 1.1 | -7.0 | -26.0 | -2.0 | 105.6 | 1.4 | -1.0 | 91.1
O=C(Nc1ccccc1)NC1(C(=O)NCCCN2CCOCC2)CCCCC1 | / | 11.6 | -0.7 | 2.6 | -58.9 | -5.9 | 95.0 | 0.4 | -0.1 | 88.3
CNc1ccc(/C=C/C(=O)c2ccc(C)cc2)cc1[N+](=O)[O-] | 44.9 | 15.1 | -5.0 | 0.3 | -14.4 | 7.5 | 20.8 | 1.2 | -5.8 | 19.8
[O-]/C(=C(\C(=S)NCc1ccco1)[n+]1ccccc1)c1ccccc1Br | / | 0.9 | / | -7.6 | -25.7 | 6.0 | 92.8 | 3.7 | -3.0 | 101.7
COc1ccc(C(=O)C(OC(=O)c2ccccc2Cl)c2ccccc2)cc1 (stereo not given) | -22.3 | 6.1 | 1.6 | 3.5 | -37.4 | 3.5 | 84.0 | 3.0 | 1.6 | 79.4
N#Cc1cc(-c2cccc(Cl)c2)c[nH]c1=O | -33.0 | 26.2 | -0.3 | -13.8 | -2.0 | -2.6 | 103.5 | 2.6 | -0.6 | 111.6
CCOc1ccc(/C=N/OC(C)C(=O)NCc2ccc3c(c2)OCO3)cc1 (stereo not given) | -25.8 | 19.8 | -2.1 | -6.0 | 3.3 | -0.5 | 93.5 | 2.8 | -2.6 | 96.0
CCOC(=O)NCN1C(=O)C2C3C=CC(C3)C2C1=O (stereo not given) | 21.6 | 8.4 | / | -11.1 | -17.3 | -2.1 | 102.0 | -1.2 | -0.3 | 96.6
CCc1ccc(CCC(=O)Nc2ccc(C)cc2C)o1 | 10.7 | 0.7 | -0.5 | -14.1 | -25.7 | -4.9 | 86.5 | 3.8 | -1.0 | 82.8
CCN1c2ccccc2-c2nc3ccccc3n2C1c1cccnc1 (stereo not given) | 99.8* | 13.1 | -0.3 | 0.0 | -39.2 | 6.5 | 91.5 | -0.4 | -1.3 | 103.9
O=C(CSc1nnc(SCc2ccc(Cl)cc2)s1)N/N=C/c1c[nH]c2ccccc12 | -46.2 | 10.1 | -5.7 | 1.4 | -15.4 | -8.7 | 5.2* | 0.5 | -5.0 | 14.4
Cc1cccc(-n2ncc3c(N4CC(C)CC(C)C4)ncnc32)c1 (stereo not given) | / | 7.3 | -0.4 | -5.4 | -45.0 | 4.4 | 78.3 | 3.0 | 5.3* | 80.7
CCCCCCCCCS(=O)(=O)N/N=C/c1cccc([N+](=O)[O-])c1 | 16.9 | 13.7 | -0.3 | -3.4 | -6.2 | -2.1 | 102.0 | 23.9* | -2.0 | 91.9
CCCOC(=O)CCn1c(=S)oc2ccccc21 | / | 4.3 | 1.2 | -9.8 | -74.1 | 2.7 | 108.0 | 2.8 | 0.6 | 112.2
CCOC(=O)CNC(=O)c1ccc2c(c1)OCCO2 | 5.5 | 8.6 | 1.1 | -2.2 | -84.5 | 1.4 | 99.6 | 0.1 | -0.6 | 116.0
COC(=O)C1(CCSC)NC(c2ccccc2OC)C2C(=O)N(C)C(=O)C21 (stereo not given) | -8.9 | 7.6 | -1.1 | -3.3 | -59.5 | -4.2 | 103.4 | 1.5 | -1.1 | 97.0
COc1cccc(C(=O)NNC(=O)C2CC(C)=C(C)CC2C(=O)O)c1 (stereo not given) | -14.6 | 32.7 | / | 1.5 | -19.6 | 11.1 | 97.6 | 1.4 | -1.1 | 93.4
COC(=O)CCC(=O)NNC(=O)c1cccc(Br)c1 | 10.8 | 7.3 | 2.2 | -4.9 | -10.1 | 9.1 | 89.3 | 1.3 | -1.4 | 92.4
O=C(CSc1nc2c(sc3ccccc32)c(=O)n1CCO)NCc1ccco1 | / | 11.9 | / | -13.6 | -36.7 | -3.9 | 86.1 | -1.4 | -2.9 | 93.9
Cc1ccc(C)c(/C=N/NC(=S)NC(C)C)c1 | / | 8.9 | -4.0 | 5.5 | -8.9 | 0.0 | 97.1 | 7.8 | 1.6 | 101.8
COc1ccc(OC)c(-c2c[n+](=O)c3c(n2[O-])CCCC3)c1 | / | 8.1 | -0.2 | -1.7 | -35.8 | 7.8 | 108.0 | 1.0 | 0.7 | 110.5
CCC(C)(C)n1nnnc1C(c1ccc(OC)c(OC)c1)N1CCN(c2ccc(F)cc2)CC1 (stereo not given) | -23.8 | 8.1 | / | -3.9 | -2.6 | 8.7 | 73.4 | 1.1 | -3.8 | 66.7
O=C(NCCc1c[nH]c2ccccc12)C(=O)NCC(c1ccco1)N1CCN(c2ccccc2F)CC1 (stereo not given) | / | 6.3 | -9.1 | 1.8 | -17.1 | 3.2 | 73.1 | -1.3 | -0.6 | 70.7
COCC(C)n1c(C)cc(C(=O)COc2ccc(S(=O)(=O)N3CCOCC3)cc2Cl)c1C (stereo not given) | -13.4 | 1.6 | 0.6 | 1.3 | -24.3 | 3.9 | 85.6 | -0.8 | 0.7 | 70.7
Cc1nn(Cc2ccccc2Cl)c(C)c1NC(=O)CCCn1nc(C)c([N+](=O)[O-])c1C | -41.4 | 2.4 | 3.0 | 10.3 | -23.8 | 6.8 | 72.2 | 3.5 | -2.5 | 74.2
Cc1ccccc1NC(=O)Cn1nc(C(F)(F)F)cc1C1CC1 | 11.4 | 3.0 | 0.6 | -4.2 | -24.1 | -3.3 | 91.3 | 1.4 | -3.1 | 90.0
COc1cccc(-n2nnc3c(=O)n(Cc4ccc(F)cc4)cnc32)c1 | / | 35.6 | -2.3 | -5.7 | -8.4 | -1.3 | 98.9 | 5.4 | -0.7 | 99.9
CCCn1cnc2cc(NCc3cccc(OC)c3)ccc21 | 1.9 | 5.8 | -1.4 | -6.0 | -32.5 | -0.4 | 95.3 | -2.4 | -0.8 | 88.2
C=CCNC(=S)N1CCN(c2ncc3c(=O)c(C(=O)O)cn(CC)c3n2)CC1 | -15.7 | 5.7 | 2.2 | -5.8 | -2.4 | -13.2 | 84.2 | -0.1 | -1.5 | 99.0
CCCn1c(=O)[nH]c2ccccc21 | 0.7 | 16.2 | 0.5 | -5.3 | -21.8 | -0.5 | 99.3 | 1.6 | 0.3 | 101.1
CCN(CC)c1ccc(/C=C2/C(=O)N(c3ccc([N+](=O)[O-])cc3)N=C2N2CCOCC2)cc1 | -9.0 | 6.9 | -2.8 | -1.9 | -27.3 | -9.5 | 87.7 | 2.2 | -0.1 | 97.6
CCCOc1ccc(N2C(=O)CC(N(O)c3ccccc3)C2=O)cc1 (stereo not given) | -8.7 | 2.8 | -0.6 | -18.9 | -28.9 | 5.6 | 93.8 | 0.9 | -0.7 | 84.3
Cn1c(SCc2nc3ccccc3c(=O)[nH]2)nnc1-c1ccco1 | 1.1 | 15.9 | -0.4 | -11.0 | 3.2 | -8.3 | 103.7 | 1.4 | -2.3 | 95.2
CCN(CC)c1ccc(/C=N/N2C(=O)c3ccccc3C2=O)cc1 | / | 13.3 | -3.3 | -1.8 | -37.5 | -9.5 | 92.9 | 2.7 | 0.1 | 100.5
COc1ccc(NC(=O)COC(=O)C23CCC(=O)N2c2ccccc2S3)cc1 (stereo not given) | -16.2 | 20.1 | -0.2 | -10.4 | -13.7 | 21.1 | 104.6 | -0.3 | 0.2 | 105.4
CCCNC(=O)COC(=O)c1cc(SC)ccc1Cl | -7.5 | 18.1 | -1.4 | -13.8 | -46.8 | -7.3 | 101.3 | -1.1 | 1.1 | 116.0
O=C1c2ccccc2-c2nnc(-c3ccccc3)cc21 | / | 7.3 | / | -16.0 | -32.7 | 15.1 | 14.8 | 10.4 | -2.0 | 13.2
Cc1ccc(-c2nnc(SCC(=O)NC3CCCc4ccccc43)n2N)cc1 (stereo not given) | -9.9 | 9.8 | -4.1 | -1.5 | -32.3 | 4.0 | 90.5 | 5.2 | -1.9 | 77.3
COc1ccc2oc(-c3ccc(C)c(NC(=O)c4ccc(N5CCOCC5)c([N+](=O)[O-])c4)c3)nc2c1 | -10.3 | 5.6 | 4.0 | -12.0 | -22.8 | -13.9 | 97.9 | -1.6 | -2.8 | 101.8
CCc1ccc2nc(NC(=O)c3cc(C)on3)sc2c1 | 13.1 | 1.2 | / | -31.4 | -7.5 | -7.0 | 31.2 | 7.9 | -3.8 | 24.5
O=C(Nc1ccc(OCC(=O)N2CCN(S(=O)(=O)c3ccccc3)CC2)cc1)c1ccco1 | -7.6 | 14.8 | 4.0 | -16.4 | -33.2 | -14.8 | 79.8 | 2.8 | -3.7 | 89.0
Cc1ccccc1NC(=S)NC(NC(=O)C(C)(C)C)C(Cl)(Cl)Cl (stereo not given) | 4.5 | 6.3 | -1.6 | -3.9 | 3.0 | -7.6 | 94.2 | 0.6 | -4.2 | 81.2
NS(=O)(=O)c1ccc(CNC(=O)/C=C/c2ccccc2)cc1 | -30.4 | 3.0 | / | -10.6 | -37.9 | 2.2 | 102.0 | 1.9 | 0.2 | 110.0
COc1ccc(NC(=O)COC(=O)Cn2c(C)nc3ccccc32)cc1OC | -5.5 | 50.1* | / | -12.5 | -3.1 | 2.3 | 104.0 | 1.8 | -3.0 | 96.4
O=C(NC(=S)N1CCN(c2ccc(C(F)(F)F)cc2[N+](=O)[O-])CC1)c1cccs1 | -33.3 | 11.6 | -11.3 | 10.4 | -41.3 | 9.2 | 56.9 | 3.3 | -3.0 | 71.5
COc1cccc(Cn2c(Oc3ccccc3)nc3c2c(=O)n(C)c(=O)n3C)c1 | -56.0 | / | -1.0 | -14.9 | -18.9 | -4.5 | 71.5 | 10.8 | -0.1 | 67.2
CC(C(=O)Nc1ccccc1C(=O)N1CCCC1)n1nnc2ccccc21 (stereo not given) | / | 10.7 | -0.6 | -11.8 | -28.6 | 4.3 | 89.4 | -0.4 | -1.5 | 90.8
Cc1ccc(N2C(=O)N(CC(=O)N(C)Cc3ccccc3)C(=O)C2C)cc1 (stereo not given) | -18.4 | 4.1 | 1.4 | -2.3 | -25.7 | 3.8 | 97.6 | 2.3 | -1.9 | 98.5
O=C(CCl)Nc1cccc(S(=O)(=O)N2CCCCCC2)c1 | -23.9 | -1.0 | -10.5 | -1.8 | -26.8 | 0.1 | 18.1 | 3.0 | -6.6 | 16.9
CCOc1ccc(/C=N/n2c(SC)nnc2-c2ccccc2)cc1OCC | / | 11.3 | / | -14.6 | -47.4 | 2.1 | 85.3 | 5.0 | -1.1 | 87.1
CCOc1ccc(CN2CCCN(C)CC2)cc1 | 18.0 | 12.6 | -0.4 | -2.4 | -21.3 | 0.8 | 88.5 | 5.9 | -0.6 | 105.5
COC(=O)CCc1n[nH]c(=O)[nH]c1=O | -5.9 | 2.7 | -1.5 | -9.7 | -4.1 | -9.3 | 96.8 | 1.4 | 1.6 | 89.1
COc1ccc(-c2cc(OC)c3ccccc3n2)cc1 | / | 11.9 | 3.3 | -6.3 | -36.7 | 10.6 | 70.0 | 0.5 | -4.4 | 70.8

Compound activity (PubChem BioAssay)
